Screening results as filed in PubChem BioAssay.
ERG Ets-DNA blk = ERG Ets/DNA interaction inhibition | P11308 | fluorescence polarization, His-ERG Ets domain / labelled DNA | Potency, µM (top dose mostly 76.9 µM), for the others: at the top dose FP activity, negative = inhibition, usual class: inhibitors | hit rate 0.028% among 370,000; active = well fitted inhibition curve with a large enough effect in the polarisation, with a control signal flat; inconclusive = small, poorly fitted or top-dose-only effect, or effect the other way, or a change in a side signal; inactive = no such curve, though single readings can be large or run the other way; the % refers to the polarisation;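 note: polarization taken with two DNA probes labelled with fluorescein and Texas red; potency is the fitted concentration of half-maximal effect; % of control where 0% means no effect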
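His-tagged ERG Ets domain (1 uM in the protein solution; 300mM KCl, 50mM Tris-HCl, 1mM EDTA, 1mM DTT, pH 7.5) received compound, then a probe mix of 5 nM fluorescein-DNA and 100nM Texas-615-DNA. Fluorescence polarization was read for both dyes.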
RGS4 inhibitor = inhibitors of human regulator of G protein signaling 4; P49798; Transcreener GDP fluorescence polarization, RGS4-accelerated GTP hydrolysis; Potency, µM (titrated, usually from 114 µM), for the others: top-dose activity change, negative = inhibition, usual class: inhibitors; hit rate 0.039% among 390,000; note: potency is the fitted concentration of half-maximal effect; % is set by controls: 0 for no effect and ±100 for the full control effect; nearly all actives have a fitted effect of over 75% in size; some results filed as inactive show a strong effect at the top dose
Target sequence (P49798 whole entry, looked up): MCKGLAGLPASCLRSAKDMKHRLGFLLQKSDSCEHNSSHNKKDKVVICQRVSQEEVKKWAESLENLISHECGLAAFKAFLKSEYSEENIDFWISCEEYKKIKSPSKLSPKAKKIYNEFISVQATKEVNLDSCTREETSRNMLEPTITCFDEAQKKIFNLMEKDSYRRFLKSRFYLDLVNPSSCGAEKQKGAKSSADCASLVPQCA
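MLSMR compounds (23 nl, pin-transferred) preincubated 10 min at room temperature with a 500nM (2x) first reagent, then RGS4 at 900nM (2x) plus Transcreener GDP mix added; fluorescence polarization (620/688 nm) read before and after 90 min at 30 °C.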
HP1b chromo inh = inhibitors of HP1-beta chromodomain binding to methylated histone tails; hit rate 0.56% among 390,000; P83916; AlphaScreen HP1-beta / biotin-H3K9me3 peptide binding; Potency, µM (titrated, usually from 114 µM), without a hit: at the highest dose activity change, negative = inhibition, actives largely listed as inhibitors; note: potency is the fitted concentration of half-maximal effect; nearly all actives have a fitted effect of over 70% in size; inactives centre near 23
Target sequence (P83916 whole entry, looked up): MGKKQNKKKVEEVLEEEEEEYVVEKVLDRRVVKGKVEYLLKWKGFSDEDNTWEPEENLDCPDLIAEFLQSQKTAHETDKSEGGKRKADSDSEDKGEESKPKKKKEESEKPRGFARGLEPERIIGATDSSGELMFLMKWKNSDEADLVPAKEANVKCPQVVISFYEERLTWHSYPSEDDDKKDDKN
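Compound inhibition of the preformed complex between 50 nM HP1-beta and 50 nM biotinylated H3K9me3 peptide was read by AlphaScreen. Buffer was PBS pH 7.4 with 0.01% Tween-20. Incubations ran 30 min at room temperature, with 10 ug/mL donor/acceptor beads.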
JMJD2A Tudor = blocks the human JMJD2A Tudor domain. AlphaScreen JMJD2A-Tudor / H3K4me3 peptide binding. Potency, µM (highest dose often 114 µM), inactives show at the top dose activity change, negative = inhibition, actives largely listed as inhibitors. hit rate 4.4% among 390,000. AID 504339; note: potency is the fitted concentration of half-maximal effect; % is set by controls: 0 for no effect and ±100 for the full control effect; nearly all actives have a fitted effect of over 50% in size
BAZ2B block = inhibitors of human BAZ2B bromodomain. AlphaScreen BAZ2B-H3K14Ac peptide displacement. Potency, µM (top dose mostly 114 µM), for inactives: at the highest dose activity change, negative = inhibition, hits mostly inhibitors. Q9UIF8. hit rate 4.4% among 360,000; note: potency is the fitted concentration of half-maximal effect; % is set by controls: 0 for no effect and ±100 for the full control effect; nearly all actives have a fitted effect of over 60% in size
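Protein-peptide AlphaScreen: BAZ2B 50 nM, b-H3K14Ac 50 nM, 1x PBS pH 7.4 + 0.01% Tween-20. Preincubation 30 min RT; cpd 30 min RT (top 110 uM); beads 20 min RT, light-protected.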
G9a block = blocks human histone lysine methyltransferase G9a; Q96KQ7; G9a H3K9 monomethylation, AlphaScreen, 2 h; Potency, µM (top dose mostly 102 µM), inactives show top-dose activity, negative = inhibition, hits mostly inhibitors; hit rate 8.8% among 350,000; AID 504332; note: potency is the fitted concentration of half-maximal effect; % is set by controls: 0 for no effect and ±100 for the full control effect; nearly all actives have a fitted effect of over 75% in size
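Using a bead-based AlphaScreen, monomethylated H3K9 product from 2 h room-temperature reactions (G9a 20 nM, peptide 500 nM, SAM 20 uM) was detected with 0.5 ug/mL rabbit anti-H3K9me1 antibody.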
GLS inhibitor = blocks human kidney-isoform glutaminase activity. hit rate 0.21% among 410,000. O94925. AID 624170. GLS enzymatic activity, qHTS titration. Potency, µM (series often up to 45.5 µM), without a hit: at the top dose activity change, negative = inhibition, hits mostly inhibitors; note: potency is the fitted concentration of half-maximal effect; % is set by controls: 0 for no effect and ±100 for the full control effect
Target sequence (O94925 whole entry, looked up, canonical isoform): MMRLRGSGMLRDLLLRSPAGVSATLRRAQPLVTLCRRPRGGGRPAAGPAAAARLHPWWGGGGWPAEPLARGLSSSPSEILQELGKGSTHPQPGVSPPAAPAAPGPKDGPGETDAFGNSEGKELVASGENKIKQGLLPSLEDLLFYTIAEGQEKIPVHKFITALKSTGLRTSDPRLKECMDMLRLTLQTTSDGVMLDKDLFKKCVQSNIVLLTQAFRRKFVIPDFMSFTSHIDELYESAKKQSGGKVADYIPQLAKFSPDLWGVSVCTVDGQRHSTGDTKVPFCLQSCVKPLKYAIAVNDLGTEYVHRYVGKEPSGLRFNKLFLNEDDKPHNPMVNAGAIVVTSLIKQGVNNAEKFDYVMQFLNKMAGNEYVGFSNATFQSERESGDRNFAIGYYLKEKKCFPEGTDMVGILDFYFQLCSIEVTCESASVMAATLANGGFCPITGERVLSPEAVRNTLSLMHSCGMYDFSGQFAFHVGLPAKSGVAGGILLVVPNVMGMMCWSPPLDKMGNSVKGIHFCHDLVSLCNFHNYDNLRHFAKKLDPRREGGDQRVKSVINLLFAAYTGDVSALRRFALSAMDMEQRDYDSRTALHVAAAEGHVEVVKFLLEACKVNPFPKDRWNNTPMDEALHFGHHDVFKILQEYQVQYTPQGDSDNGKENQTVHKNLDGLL
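Assay buffer: 45 mM KH2PO4 pH 8.2, 0.02% Tween-20. hKGA acts on L-glutamine (1 mM solution added); product glutamate is reported by an oxidase/peroxidase Amplex Red coupling, with fluorescence taken at baseline and 30 min.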
PI4K2A inh = PI4K2A (human) kinase inhibition; AID 1346378; hit rate 0.13% among 420,000; Q9BTU6; purified PI4K2A, ADP-Glo luminescence, 1 h; active compounds read low; activity change, negative = inhibition, % at 76.9 µM; in the data active = activity change below about -50%; inconclusive = mostly about -30% to -49%;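 note: -100% = wells without enzyme as full effect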
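PI4K2A activity was measured by ADP-Glo luminescence: enzyme (4 ug/mL stock) and phosphatidylinositol (1.2 mM stock) in Tris pH 7.5/MgCl2/EGTA/Triton X-100 buffer were reacted with ATP (300 microM stock) for one hour at ambient temperature.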
ALOX12 inh = ALOX12 (human) lipoxygenase inhibition. purified 12hLO, xylenol orange hydroperoxide absorbance. P18054. hit rate 1.1% among 580,000. Potency, µM (top dose mostly 108 µM), for the others: at the top dose activity change, negative = inhibition, usual class: inhibitors; note: potency is the fitted concentration of half-maximal effect; % is set by controls: 0 for no effect and ±100 for the full control effect
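Purified human 12hLO (150 nM final) in 25 mM Hepes, 0.01% Triton X-100, pH 7.0 was preincubated 15 min at room temperature with compound. Then 40 uM arachidonic acid was added, 30 min. Hydroperoxide was read by Fe-XO absorbance ratio 573/405 nm.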
* hit, by the source's call; ? = inconclusive; . = no result given; & = joins results of further samples; ! = repeats disagree; [ ] = remark or other dose. Unless noted, calls come from the whole dose curve; as a rule, active = well fitted curve in the direction sought with a large enough effect; inconclusive = small, poorly fitted or top-dose-only effect, or another doubt; inactive = no such curve, though single readings can be large; an effect the other way counts as inactive or inconclusive. An excerpt; rates above refer to the full screens.

SMILES	ERG Ets-DNA blk	RGS4 inhibitor	HP1b chromo inh	JMJD2A Tudor	BAZ2B block	G9a block	GLS inhibitor	PI4K2A inh	ALOX12 inh
CCCn1c(=O)c2[nH]c(-c3ccc(S(=O)(=O)O)cc3)nc2n(CCC)c1=O	-11%	-16%[56.9 µM]	20%	-30%	-34%	21µM*!	6%	-1&-4	-13%
COc1ccc(OC)c(C(=O)c2ccc(C(=O)O)cc2)c1	0%	6%	7%	-16%	?	?	3%	3	-17%
O=C(COC(=O)CNC(=O)c1ccc(Cl)cc1Cl)NC1CCCCC1	3%	-35%	23%	-3%	-1%	-12%[0.501 µM]	2%	-1	1%
CC1CCN(C2(O)C(=O)Nc3ccc(Br)cc32)CC1 (stereo not drawn)	3%	17%	4%	-9%	-5%	4%	4%	0	-8%
O=C(Nc1nncs1)c1cccnc1Cl	-9%	1%	5%	-18%	-5%	1.4µM*	3%	5	?
COC(=O)c1cccc(NC(=S)NCc2ccco2)c1	-1%	?	-32%	?	?	.	2%	-2	-23%
CCOc1ccc(NC(=S)N(CCCN2CCOCC2)Cc2cn(C)c3ccccc23)cc1	-18%	10%	-26%	?	?	?	25%	2	8%
Cc1c(NC(=O)C2CC(c3ccc(F)cc3)=NO2)c(=O)n(-c2ccccc2)n1C (stereo not drawn)	-9%	14%	33%	-18%	?	?	-7%	-7	7%
Cn1c(NC(=O)Cc2cccs2)cc(=O)n(C)c1=O	4%	-8%	41%[activator]	0%	10%	-17%	0%	6	10%[57.4 µM]
Cc1cc(Cl)nc2c(C(C)C)cccc12	-8%	-21%[11.4 µM]	31%	27%	58%[activator]	110%[activator]	-12%	1	-10%
CCN(Cc1ccccc1)Cc1ccc(OCc2ccccc2)cc1	4%	-1%	-7%	28µM*	?	.	-1%	1	?
O=C1CCC(C(=O)NCc2ccccc2)N1 (stereo not drawn)	-2%	15%	25%	-16%	-20%	57%[activator]	0%	7	-14%
Cc1ccc(SC(=O)c2c(C)noc2-c2cc(C)on2)cc1	11%	-30%	133%[activator]	72%[activator]	27%	.	3%	39	-17%
Cc1nc2nc(-c3ccccc3)nn2c(C)c1Cl	10%	8%	18%	-3%	.	.	11%	-7	-27%
CCn1c(SCc2cccc(C(=O)O)c2)nnc1-c1ccc(Cl)cc1	0%	27%	32%	-10%	-9%	20%	4%	-5	-16%

Sorted by heavy-atom count (falling): part of the list above.
SMILES	ERG Ets-DNA blk	RGS4 inhibitor	HP1b chromo inh	JMJD2A Tudor	BAZ2B block	G9a block	GLS inhibitor	PI4K2A inh	ALOX12 inh
CCOc1ccc(NC(=S)N(CCCN2CCOCC2)Cc2cn(C)c3ccccc23)cc1	-18%	10%	-26%	?	?	?	25%	2	8%
COc1ccc(OC)c(C(=O)c2ccc(C(=O)O)cc2)c1	0%	6%	7%	-16%	?	?	3%	3	-17%
Cc1cc(Cl)nc2c(C(C)C)cccc12	-8%	-21%[11.4 µM]	31%	27%	58%[activator]	110%[activator]	-12%	1	-10%

(next part)
SMILES	ERG Ets-DNA blk	RGS4 inhibitor	HP1b chromo inh	JMJD2A Tudor	BAZ2B block	G9a block	GLS inhibitor	PI4K2A inh	ALOX12 inh
CCC(=Cc1ccc(CC)cn1)CC	-3%	13%	15%[57 µM]	-4%	?	40µM*	2%	0	?
N#Cc1c(Cl)nc(N/N=C/c2ccccc2)c(Cl)c1Cl	-3%	-24%	19%	-5%	-35%	-24%[59 µM]	2%	-3	-17%
COc1ccccc1-c1nc(C#N)c(N2CCN(c3ccccc3)CC2)o1	1%	-12%	?	?	11µM*	?	-2%	2	0%
CC(=O)N1CCc2cc(S(=O)(=O)NCCCN3CCN(Cc4ccccc4)CC3)ccc21	1%	6%	19%	-13%	4%	-7%	11%	4	-16%
O=C(Nc1nccs1)c1cc(-c2ccccn2)nc2c(Cl)cccc12	-13%	?	86%[activator]	?	-1%	83%[activator]	-23%	-7	0%
COc1ccc(-c2csc(-c3ccc(C(=O)O)cc3)n2)cc1	2%	-7%	25%	-17%	-2%	16%	8%	-5	-13%
NC(=O)c1ccc(NC(=O)c2ccc3c(c2)CCN3S(=O)(=O)c2ccccc2)cc1	13%	-1%	48%[activator]	2%	-12%	42%	2%	1	-5%
Cc1nc2ccc(S(=O)(=O)NCC(=O)N3CCN(c4ccccc4)CC3)cc2s1	-2%	-17%	25%	0%	-6%	0%[59 µM]	27%	0	-21%
COc1ccccc1OCCC(=O)OCC(=O)Nc1cc(S(=O)(=O)N2CCOCC2)ccc1Cl	6%	18%	30%	-10%	.	3%	-27%	3	4%
O=C(COC(=O)CCC1CCCC1)Nc1ccc(Cl)cc1F	-2%	-12%	44%[activator]	-4%	1%	-1%[59 µM]	2%	3	4%
Cc1sc2nc(C(C)C)nc(SCC(=O)N3CCOCC3)c2c1C	4%	-8%	-6%	-14%	3%	-4%	0%	-2	1%
CCOc1ccccc1NC(=O)CSc1ccc2nnc(CCNS(=O)(=O)c3ccccc3)n2n1	-2%	-8%	31%	?	-22%	-3%[59 µM]	2%	2	-16%
Cc1cc(=O)oc2cc(Oc3ccc([N+](=O)[O-])cc3[N+](=O)[O-])ccc12	-4%	-38%	-28%	?	-14%	?	8%	9	-3%
COc1cccc(CNC(=O)C(NS(=O)(=O)c2ccc3c(c2)oc(=O)n3C)C(C)C)c1 (stereo not drawn)	1%	11%	12%	-14%	-13%	-6%[59 µM]	-1%	6	0%
CCC(c1nnc(SCCNCCO)n1CCN1CCOCC1)N(C)C (stereo not drawn)	0%	15%	-1%	?	.	2%[59 µM]	2%	-7	0%
O=C(NCc1cccs1)Nc1ccc(Cl)cc1	0%	4%	23%	1%	12%	-8%[59 µM]	-12%	-8	0%
Fc1ccc(NC(=S)N/N=C/c2ccc(F)c(F)c2)c(F)c1	-3%	12%	48%[activator]	17%	7%	55%[activator][59 µM]	.	2	5%
CC(C)CC(=O)N1CCN(c2ccc([N+](=O)[O-])cc2Cl)CC1	5%	-8%[11.4 µM]	-8%	-32%	-4%	-2%[59 µM]	30%[activator]	-3	-13%
Cn1ccnc1C(=O)c1cccc([N+](=O)[O-])c1	-3%	-19%	37%	-1%	7%	-6%	0%	1	10%
CC(C(=O)Nc1ccccc1Br)c1ccc([N+](=O)[O-])cc1 (stereo not drawn)	6%	27%	8%	-22%	12%	-14%	2%	-6	-1%
CCOC(=O)[C@@H]1[C@H]2COc3cc(OC)ccc3[C@H]2N2C(=O)N(c3ccc(C(F)(F)F)cc3)C(=O)[C@@]12C	1%	?	6%	?	-6%	-3%	2%	-4	2%
CC(=O)Nc1ccc(S(=O)(=O)N2CCN(C(=O)C3COc4ccccc4O3)CC2)cc1 (stereo not drawn)	-4%	12%	0%	-19%	-26%	13%	20%	3	0%
O=C(Cn1nnc(-c2ccc(OCc3ccccc3F)cc2)n1)N1CCOCC1	-1%	-24%	21%	-16%	2%	7%[59 µM]	0%	-15	-21%
Cn1cc(CN2CCN(c3ccc(Cl)cn3)CC2)c(-c2ccccc2F)n1	-3%	33%	9%	-29%	-21%	-47%	5%	0	-10%
COC(=O)[C@@]1(Cc2ccccc2)[C@H]2C(=O)N(Cc3ccccc3)C(=O)[C@H]2[C@H]2CN(C)C(=NCc3ccccc3)N21	-5%	2%	41%[activator]	-16%	.	.	-3%	-2	-10%
CCCCn1c(=N)c(C(=O)NC2CCCCC2)cc2c(=O)n3cccc(C)c3nc21	-4%	-17%	35%	10%	1%	4%[59 µM]	-5%	-3	-1%
O=C(NCCN1CCOCC1)c1ccccc1-c1ccccc1	-1%	16%	10%	-9%	-12%	-4%[12.7 µM]	7%	1	-11%
CCOC(=O)C1(Cc2ccc(Cl)cc2)CCN(C(=O)C2CCCO2)CC1 (stereo not drawn)	-1%	3%	18%	-1%	7%	.	-11%	0	-7%
Oc1ccc(/C=N/N2CCCCC2)cc1O	-1%	?	?	?	?	-10%[2.33 µM]	11%	-1	0%
Clc1nn2cnnc2c2ccccc12	-7%	-2%	33%	-10%	-14%	-7%	0%	1	-1%
CCOCCCNC(=O)C1CCN(C(=O)Nc2ccc(Cl)cc2)CC1	1%	-27%	19%	-2%	5%	4%[2.33 µM]	0%	5	0%
O=C(CN1C(=O)CC(c2ccco2)Sc2ccccc21)Nc1ccc(Br)cc1 (stereo not drawn)	-2%	-14%	6%	-19%	-3%	3%[59 µM]	-13%	-9	0%
CC1CCN(C(=O)COC(=O)C23CC4CC(CC(O)(C4)C2)C3)CC1	-9%	2%	30%	-10%	9%	4%[2.33 µM]	-3%	4	0%
O=C(c1ccc(S(=O)(=O)N2CCCCC2)cc1)c1nnc(-c2ccc(Cl)cc2)o1	16%	11%	0%	-22%	7%	-37%	5%	1	10%
CCOc1ccc(CN(C)CC(=O)Nc2cccc(S(=O)(=O)N(C)c3ccccc3)c2)cc1	0%	12%	?	22µM*	.	5µM*	-1%	0	?
CC(OC(=O)C1CCCCC1)C(=O)Nc1cccc(Cl)c1 (stereo not drawn)	3%	11%	59%[activator]	17%	10%	29%	3%	1	-4%
Cc1cc(CCNC=O)c(C)c2c1oc1ccccc12	2%	10%	12%	-22%	.	.	1%	-2	-3%
COc1ccccc1OCC(=O)OCn1c(SC)nnc(C)c1=O	9%	3%	25%	-12%	-17%	?	5%	6	21%
O=C(COC(=O)C12CC3CC(CC(O)(C3)C1)C2)NC(=O)NCc1ccco1	5%	20%	0%	-19%	-2%	-7%	-2%	-3	25%
